NOD2 inhibition = NOD2 signaling inhibitors, cell-based, luminescence, uHTS, HEK293 (AID 1566) | HEK293 NOD2/NF-kB luciferase reporter, luminescence; higher % means a stronger effect | inhibition, % at 4 µM; hits with a dose series show EC50 in µM | actives 0.63% (n = 290,000); note: many of its hits are not listed in these tables
AID2073 = disruptors of CaV2.2 binding to Mint1 – biochemical, HTRF (AID 2073); HTRF protein-protein interaction, Mint1-CaV2.2; higher % means a stronger effect; one-dose inhibition, % at 20 µM; IC50 in µM for titrated hits; actives 0.19% (n = 290,000); in the data active = inhibition mostly above about 51%, no sharp cut-off; inconclusive = no clear call, values can overlap the other calls; inactive = mostly below about 53%; note: some results filed as inactive read as strong as hits
Dengue-2 NS5 capping = flavivirus cap methylation enzyme inhibition – biochemical, confirmation dose response, primary screen (AID 588689); actives 0.3% (n = 340,000); inhibition, % at 25 µM, or IC50 in µM where a hit was titrated; Dengue-2 NS5 methyltransferase capping enzyme assay, biochemical; higher % means a stronger effect; in the data active = a potency from the dose series; inconclusive = inhibition above about 29% without an active follow-up result
KOR beta-arrestin-1 = KOR antagonists, beta-arrestin recruitment, cell-based, luminescence, uHTS (AID 1778); KOR beta-arrestin recruitment, luminescence, antagonist mode; higher % means a stronger effect; inhibition, % at 10 µM, or IC50 in µM where a hit was titrated; actives 0.091% (n = 290,000); note: strong numbers were not always called active
KOR beta-arrestin-2 = kappa opioid receptor activators – cell-based, luminescence, uHTS, primary screen (AID 1777); actives 0.02% (n = 280,000); activation, % at 10 µM; hits with a dose series show EC50 in µM; KOR beta-arrestin recruitment, luminescence; higher % means a stronger effect; in the data active = activation above about 50%, passing the limit was not always enough; note: a part of the inactive calls stands beside numbers as strong as those of hits
Yfh1-depleted yeast = enhancers of respiration in Yfh1-depleted yeast, dose response, Friedreich's ataxia, plus single-dose screen (AID 1465); S. cerevisiae Yfh1-off respiration, WST-1 reduction, 72 h; higher fold induction means a stronger effect; fold induction at 50 µM; hits with a dose series show EC50 in µM; actives 0.074% (n = 220,000);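 active = fold induction of absorbance versus untreated yeast above a set limit, then at least 30% activation at any dose in follow-up; inconclusive = repeats straddling the limit, or above it without dose testing; inactive = fold induction below the set limit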;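 note: activators that raise dye reduction in frataxin-depleted yeast; strong numbers were not always called active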
West Nile virus CPE = inhibition of WNV-induced cytopathic effect – cell-based, CPE readout (AID 1621) | CPE inhibition, % at 10 µM; hits with a dose series show IC50 in µM | West Nile virus-infected cells, CPE inhibition; higher % means a stronger effect | actives 0.02% (n = 290,000); in the data active = a potency from the dose series; inconclusive = CPE inhibition mostly from about 3.7% at the one dose, without a potency; inactive = the rest, 99 in 100 with CPE inhibition below about 2.2%; note: strong numbers were not always called active
NOD1 inhibition = NOD1 signaling inhibitors, primary screen, cell-based, luminescence, uHTS (AID 1578); NOD1-driven NF-kB luciferase reporter cells, luminescence; higher % means a stronger effect; one-dose inhibition, % at 4 µM; EC50 in µM for titrated hits; actives 1% (n = 290,000); in the data active = inhibition mostly above about 36%, no sharp cut-off; inactive = mostly below about 34%;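 note: HEK-293T reporter cells stimulated with the NOD1 agonist gamma-tri-DAP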
HIV fusion peptide = cell-free HIV fusion peptide-binding blockers – biochemical, uHTS, fluorescence dequenching, primary screen (AID 1986); cell-free peptide binding, fluorescence dequenching, 30 min; higher % means a stronger effect; inhibition, % at 20 µM, or IC50 in µM where a hit was titrated; actives 0.3% (n = 290,000); in the data active = inhibition mostly above about 52%, no sharp cut-off; inactive = mostly below about 76%; note: some results filed as inactive read as strong as hits
Dengue-2 NS5 capping pilot replicate = second read-out of Dengue-2 NS5 capping, no call of its own (marks repeat the call); inhibition, %; measured here: pilot screen replicate inhibition
* hit, by the source's call; i = inactive; ? = inconclusive; nt = not tested or not shown; [ ] = remark or other dose. Cut-off read from the data, not from the text of the source, unless noted: active = inhibition above about 50%; inactive = the rest. This is a subset. The share of hits here may be higher or lower than overall.

SMILES	NOD2 inhibition	AID2073	Dengue-2 NS5 capping	KOR beta-arrestin-1	KOR beta-arrestin-2	Yfh1-depleted yeast	West Nile virus CPE	NOD1 inhibition	HIV fusion peptide	others
CCOC(=O)N1CCC(NC(=O)c2ccc3c(c2)N(Cc2ccccc2)CCS3)CC1	26%	17%	-4%	-3%	1.7%	i	-0.4%	21%	-2.8%
COc1ccccc1OC1=NS(=O)(=O)c2ccccc21	-20%	0%	0%	-9%	-0.8%	i	0.3%	1%	-1.9%
CCCc1cc(Nc2cccc(OC)c2)n2ncnc2n1	11%	-3%	-6%	34%	-5.9%	i	0.0%	-6%	-3.0%
CNC(=S)NNc1nncc2ccccc12	4%	-4%	-5%	15%	-4.3%	i	0.0%	-42%	-1.2%
CCCOc1ccccc1C1CC(=O)NC2=C1C(=O)CCC2 (configuration not stated)	-5%	-6%	-1%	-1%	-2.1%	i	0.2%	10%	0.5%
CC(=O)NC1=NN(C(C)=O)C(C)(c2ccc(C)o2)S1 (configuration not stated)	7%	-18%	-4%	-10%[20 µM]	nt	i	0.5%	-5%	-0.4%
COc1ccc2c(c1)oc(=O)c1ccccc12	nt	26%	1%	-6%	-0.2%	i	-0.7%	nt	1.1%
COCCn1c(SCC(=O)Nc2cc(C)nn2-c2ccccc2)nnc1-c1ccncc1	-4%	-5%	-3%	30%	-5.4%	i	0.3%	-26%	-1.0%
C=CCN1C(=O)[C@]2(c3ccccc31)C1CCCC=C1C(C#N)=C(N)C2(C#N)C#N (some centres not stated)	-5%	12%	-20%	14%	1.7%	i	-1.2%	13%	1.1%	Dengue-2 NS5 capping pilot replicate=-5.6
O=C1CC(N2C(=O)/C(=C/C=C/c3ccccc3)SC2=S)C(=O)N1c1ccccc1 (configuration not stated)	-40%	32%	-15%	-40%	8.9%	i	-1.2%	7%	27%
N#CCCN(C(=O)COC(=O)Cc1ccc(Br)cc1)c1ccccc1	19%	-26%	-13%	-19%	2.3%	i	-1.1%	-4%	-1.1%
O=C(NCc1ccccc1)/C(=C\c1ccc(O)cc1)NC(=O)c1ccco1	2%	5%	0%	-5%	-1.4%	nt	0.1%	10%	-2.8%
COc1ccc(Cl)cc1C(=O)NC(=S)Nc1cc(-c2nc3ccccc3[nH]2)ccc1C	-32%	43%	-6%	14%	0.6%	i	0.8%	26%	4.7%
CS(=O)(=O)N1CCN(c2ccc(NC(=O)c3cc4ccccc4o3)cc2)CC1	-37%	26%	-2%	-1%	-2.1%	nt	-0.5%	-58%	0.8%
O=C(Nc1cccc(F)c1)C1CCN(c2nnnn2-c2ccccc2)CC1	10%	-12%	-3%	-23%	19%	i	0.2%	-18%	1.8%	Dengue-2 NS5 capping pilot replicate=-1.8
Cc1cc(C)c2cc(CN(CCCO)S(=O)(=O)c3ccccc3F)c(=O)[nH]c2c1	0%	-6%	-1%	-19%	-0.3%	nt	-0.1%	-10%	-0.9%
Fc1cc(Br)cc(F)c1NC(=S)N1CCOCC1	-3%	-20%	-1%	8%	-0.7%	nt	0.0%	-9%	0.1%
Nn1c(SCC(=O)Nc2ccccc2C(F)(F)F)nncc1=O	-1%	-5%	0%	4%	-0.1%	nt	-0.3%	-31%	-1.8%
Nc1ccc(-c2nnnn2-c2ccc(N)cc2)cc1	4%	2%	2%	-19%[20 µM]	-4.2%	nt	-1.0%	-4%	1.5%
COc1ccc(OCC(=O)OCC(=O)Nc2ccc(S(=O)(=O)N3CCCCC3)cc2)cc1	-4%	17%	2%	16%	0.9%	i	0.2%	-28%	-0.1%
Cc1ccc(C(=O)COC(=O)c2c(C)cc(=O)oc2C)cc1[N+](=O)[O-]	12%	4%	-5%	20%	-1.3%	i	-0.1%	-12%	-0.5%
CC(C)n1cnc2cc(NCc3ccccc3O)ccc21	-11%	-14%	5%	7%	6.5%	i	0.2%	-4%	-1.8%
Brc1ccccc1-c1nc(-c2ccccc2)no1	-170%	-2%	nt	34%	-2.8%	i	0.5%	-54%	0.7%
CCC(C)C(NC(=O)c1ccccc1NC(=O)c1ccccc1)C(=O)O (configuration not stated)	6%	17%	-1%	-12%	9.1%	i	0.2%	-1%	0.3%
O=C(Nc1nccs1)Oc1ccccc1	4%	-1%	3%	2%	-6.6%	i	-0.1%	7%	-2.4%
CCOC(=O)N/N=C/c1cccc(Cl)c1Cl	-16%	-1%	-16%	28%	2.7%	i	-0.9%	-35%	-1.2%
COc1ccc(C(=O)NCCc2ccc(C)cc2)cc1OC1CCN(C(C)=O)CC1	4%	6%	6%	-11%	4.4%	nt	-0.1%	-25%	2.5%
C=CCSc1nnc(-c2ccc(Cl)cc2Cl)o1	-104%	8%	-5%	5%	0.2%	nt	nt	-26%	0.5%
CCOC(=O)N1CCN(C(=O)CSCc2ccccc2)CC1	-21%	-1%	4%	-19%	1.2%	i	0.0%	-22%	2.2%
Cc1ccc(S(=O)(=O)N(C)C)cc1NC(=O)Nc1ccccc1F	-18%	-10%	nt	7%	nt	i	0.6%	1%	-2.4%

Molecules above that contain an NH in an aromatic ring, in the order listed:
SMILES	NOD2 inhibition	AID2073	Dengue-2 NS5 capping	KOR beta-arrestin-1	KOR beta-arrestin-2	Yfh1-depleted yeast	West Nile virus CPE	NOD1 inhibition	HIV fusion peptide	others
COc1ccc(Cl)cc1C(=O)NC(=S)Nc1cc(-c2nc3ccccc3[nH]2)ccc1C	-32%	43%	-6%	14%	0.6%	i	0.8%	26%	4.7%
Cc1cc(C)c2cc(CN(CCCO)S(=O)(=O)c3ccccc3F)c(=O)[nH]c2c1	0%	-6%	-1%	-19%	-0.3%	nt	-0.1%	-10%	-0.9%

New compounds follow.
SMILES	NOD2 inhibition	AID2073	Dengue-2 NS5 capping	KOR beta-arrestin-1	KOR beta-arrestin-2	Yfh1-depleted yeast	West Nile virus CPE	NOD1 inhibition	HIV fusion peptide	others
CC(Sc1cnc2ccccc2n1)C(=O)O (configuration not stated)	17%	29%	-2%	-21%	nt	i	0.1%	-10%	0.8%
CCOc1cc(C#N)c(NC(=O)c2ccco2)cc1OCC	-38%	-1%	-1%	-17%	2.8%	i	3.1%	7%	1.4%
CC(Oc1ccccc1)C(=O)Nc1c2c(nn1-c1ccccc1)CS(=O)(=O)C2 (configuration not stated)	0%	27%	-3%	14%	-3.2%	nt	0.1%	-28%	-1.4%
O=C(/C=C/c1ccccc1)Nn1cnnc1	20%	19%	-8%	-19%	2.8%	i	0.3%	-6%	-0.4%
COC(=O)Cc1cc(=O)n(-c2nc3ccccc3s2)[nH]1	9%	-12%	27%	22%	-2.9%	i	-0.8%	-13%	51%
Cc1[nH]n(-c2ccccc2)c(=O)c1C1(C(F)(F)F)C(=O)N(c2ccc(F)cc2)C2=C1C(=O)CC(C)(C)C2 (configuration not stated)	2%	-5%	5%	-45%	-1.9%	i	1.1%	-4%	1.1%
Cc1ccc(OC(=O)c2ccc3nc(C)sc3c2)cc1	-13%	0%	nt	-29%[20 µM]	-5.0%	i	-0.2%	-41%	-0.4%
CCOC(=O)C(C)Sc1nc2c(cnn2-c2ccc(C)cc2)c(=O)[nH]1 (configuration not stated)	-6%	11%	5%	20%	0.7%	i	0.2%	-16%	2.3%
O=C(CP(=O)(c1ccccc1)c1ccccc1)N1CCCCC1	-1%	7%	1%	9%	-0.5%	i	0.2%	-16%	0.6%
CCOCCCN(C(=O)c1snc(C(N)=O)c1N)C(C(=O)NC(C)(C)C)c1ccc(Cl)cc1 (configuration not stated)	6%	11%	7%	-24%[20 µM]	3.1%	nt	-1.2%	-21%	0.3%
COc1ccc(OC)c(C2C(C(=O)Nc3cccnc3)=C(C)NC3=C2C(=O)CCC3)c1 (configuration not stated)	14%	-1%	-1%	-6%	-3.4%	i	1.2%	-10%	-2.3%
CCCC(=O)OCC(=O)Nc1ccccc1C#N	9%	28%	-3%	-20%	-5.4%	i	-0.6%	-46%	-0.6%
COc1ccc(CNC(=O)Cn2nc([N+](=O)[O-])cc2C)cc1	4%	6%	-7%	18%	-5.0%	nt	-0.4%	-6%	-1.6%
Nn1c(SCC(=O)Nc2ccccc2F)nnc1-c1cccnc1	2%	-2%	-5%	-6%	0.3%	i	-0.7%	-13%	-3.6%
COc1ccc(S(=O)(=O)N/N=C\c2ccc3c(c2)OCO3)cc1	30%	-3%	-11%	9%	6.2%	i	0.8%	32%	-2.6%
O=C(/C=C/c1cccc(F)c1)c1ccc(N2CCOCC2)cc1	-69%	8%	-9%	-12%	-3.7%	i	?	-3%	-0.9%
CCOC(=O)c1c(C)nc2sc3c(=O)n(-c4ccc(C(C)=O)cc4)cnc3c2c1-c1ccc(Cl)cc1	13%	11%	4%	7%	-1.9%	i	1.0%	-1%	0.4%
Cc1cc(C)n(CC(O)Cn2c3ccc(Br)cc3c3cc(Br)ccc32)c(=O)n1 (configuration not stated)	-2%	-6%	1%	-30%	4.8%	i	0.0%	-35%	-0.7%
CCOC(=O)C(=O)Nc1nc(-c2ccccc2)c(-c2ccccc2)o1	19%	-2%	3%	0%	-3.0%	i	0.0%	-16%	11%
CC(=O)c1ccc(NC(=O)Cn2cnc(S(=O)(=O)N3CCc4ccccc43)c2)cc1	28%	12%	1%	-35%	-3.2%	nt	-0.8%	-11%	7.7%
COC(=O)CN(c1ccc(OC)cc1OC)S(=O)(=O)c1ccccc1[N+](=O)[O-]	21%	23%	nt	-30%[20 µM]	nt	i	0.7%	-10%	-1.5%
C/C(N)=C(/C#N)C(=O)COC(=O)c1cccc2ccccc12	7%	-4%	3%	-44%	-1.2%	i	-1.1%	-14%	-1.2%
NC(=O)CSc1ccc(F)cc1	0%	-2%	1%	19%	0.8%	i	-0.3%	-31%	-0.7%
CCNc1ccccc1CP(=O)(c1ccccc1)c1ccccc1O (configuration not stated)	18%	64%	nt	3%	3.0%	nt	-0.2%	13%	49%
COC(=O)c1ccc(S(=O)(=O)c2ccccc2)c(N)c1	10%	9%	-2%	-6%	1.5%	nt	0.6%	-2%	-0.3%
Brc1ccc2oc(-c3ccn[nH]3)cc2c1	-118%	23%	nt	8%	4.0%	i	-0.7%	-13%	-1.2%
CCOCCCn1c(SCC(=O)Nc2cc(OC)ccc2OC)nc2ccccc2c1=O	9%	9%	-3%	-28%[20 µM]	-1.1%	nt	-0.6%	-12%	-1.3%
CCOC(=O)Cc1csc(NC(=O)CCSc2ccccc2)n1	-6%	4%	-1%	-19%	-1.5%	i	-0.2%	-29%	1.1%
O=C(O)CSc1nnc(-c2ccc(Cl)cc2Cl)n1-c1ccc(Cl)cc1	16%	-7%	-2%	-11%[20 µM]	-1.4%	nt	-0.8%	-9%	1.3%
COc1ccccc1Oc1nc([N+](=O)[O-])nn1CC(N)=O	-9%	-1%	-8%	-11%[20 µM]	2.8%	i	0.4%	-25%	-1.2%
Cc1cc(CC(=O)O)c(C)cc1CC(=O)O	-3%	3%	-2%	-34%	3.8%	i	0.1%	-12%	-1.6%
Cc1ccc(CN=C2NC(=O)C(CC(=O)NCCc3ccccc3)S2)cc1 (configuration not stated)	5%	-1%	3%	-18%	0.3%	i	-0.2%	-44%	-0.3%
O=C(Cc1ccc(F)cc1)Nc1ccc(S(=O)(=O)N2CCCCC2)cc1	11%	-8%	-5%	9%	-4.6%	i	-1.2%	-22%	-0.1%
